CHO parental Ca = counter-screen for OX1R antagonists: effect in parental CHO cells. parental CHO-K1, ATP-induced calcium, Fluo-8 fluorescence. inhibition, % at 5.6 µM. actives 0.63% (n = 330,000). AID 463079;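 active means inhibition above that plate's mean sample inhibition plus 3 SD, cut at about 26% in these data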;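 further: 0% = ATP-challenged DMSO wells and 100% = DMSO wells without ATP; some compounds past the cut are filed as inactive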
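Test system: untransfected parental CHO cell line. Compound: one dose, 5.6 µM nominal. Detection: intracellular calcium via Fluo-8 no-wash fluorescent dye. Measure: % inhibition. Benchmarks: ATP-challenged DMSO wells low, unchallenged DMSO wells high.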
M1 ag = activates human CHRM1 receptor; CHO-K1 hM1, Fluo-8 calcium fluorescence, agonist mode; 0% DMSO, 100% acetylcholine EC100; activation, % at 3 µM; actives 0.33% (n = 360,000);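 active means activation above the run's mean compound activation plus 3 SD, cut at about 16% in these data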;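 further: peak over basal fluorescence ratio within a 140 s kinetic read after compound addition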
TAAR1 antag = antagonists of human TAAR1. actives 1.5% (n = 360,000). inhibition, % at 3 µM. CHO RD-HGA16 TAAR1, Fluo-8 calcium fluorescence, antagonist;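 active means inhibition above a per-plate cutoff, the mean inhibition of test compounds on that plate plus 3 SD, cut at about 49% in these data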;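 further: 0% = DMSO plus EC80 beta-PEA response and 100% = DMSO alone without agonist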
Target sequence (Q96RJ0 whole entry, looked up): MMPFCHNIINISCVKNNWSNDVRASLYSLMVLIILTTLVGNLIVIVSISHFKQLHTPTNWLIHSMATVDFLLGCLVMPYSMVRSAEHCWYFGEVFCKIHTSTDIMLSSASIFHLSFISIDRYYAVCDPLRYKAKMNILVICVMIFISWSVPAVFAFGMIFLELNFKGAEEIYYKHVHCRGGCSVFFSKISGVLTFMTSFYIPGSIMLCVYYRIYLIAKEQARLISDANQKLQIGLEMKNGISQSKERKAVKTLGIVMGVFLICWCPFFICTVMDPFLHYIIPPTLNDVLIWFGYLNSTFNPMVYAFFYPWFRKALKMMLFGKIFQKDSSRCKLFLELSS
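Material: RD-HGA16 CHO cells with stable hTAAR1 and Gα16; Dosing: single nominal final test compound concentration of 3 µM; Schedule: seeding 17-24 h prior, 75-min 37 °C, 30-min RT dye loading; Detection: kinetic Fluo-8 calcium fluorescence measurement; Measure: % inhibition from peak post-agonist over basal fluorescence ratio; Benchmarks: vehicle and agonist controls.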
OXTR ag = agonists of human oxytocin receptor; P30559; CHO-OTR cells, Fluo-8 calcium fluorescence; normalized: DMSO 0%, oxytocin 100%; activation, % at 3 µM; actives 0.32% (n = 320,000); AID 2435;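 active means activation above the mean of all tested compounds plus 3 SD, cutoff set per screening run, cut at about 20% in these data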;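 further: peak over basal fluorescence ratio from a 100 s FLIPR kinetic read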
TAAR1 agonist = human TAAR1 agonism | Q96RJ0 | CHO RD-HGA16 TAAR1, Fluo-8 calcium fluorescence; vehicle wells 0%, saturating PEA agonist 100% | activation, % at 3 µM | actives 0.99% (n = 360,000);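 active means activation above the mean activation of all test compounds in the run plus 3 SD, cut at about 38% in these data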
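System: CHO-derived RD-HGA16 cells with stable Gα16 and human TAAR1. Times: 17-24 h plating, Fluo-8 75 min 37 °C, 30 min RT. Measured by: calcium-sensitive Fluo-8 signal, excitation 470-495, emission 515-575 nm. Read-out basis: % activation relative to PEA EC100 response. Control set: DMSO and PEA EC100. Repeats: no replicates (n 1).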
V1aR counter = counter-screen for oxytocin receptor agonists: human V1a receptor agonists; actives 0.25% (n = 320,000); activation, % at 3 µM; CHO-V1R cells, Fluo-8 calcium fluorescence, agonist mode; 0% DMSO, 100% 3 nM vasopressin; AID 2797;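 active means activation above the mean activation of all tested compounds plus 3 SD, per screening run, cut at about 20% in these data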;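 further: signal is peak over basal fluorescence ratio across a 100 second FLIPR read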
Target sequence (P37288 whole entry, looked up): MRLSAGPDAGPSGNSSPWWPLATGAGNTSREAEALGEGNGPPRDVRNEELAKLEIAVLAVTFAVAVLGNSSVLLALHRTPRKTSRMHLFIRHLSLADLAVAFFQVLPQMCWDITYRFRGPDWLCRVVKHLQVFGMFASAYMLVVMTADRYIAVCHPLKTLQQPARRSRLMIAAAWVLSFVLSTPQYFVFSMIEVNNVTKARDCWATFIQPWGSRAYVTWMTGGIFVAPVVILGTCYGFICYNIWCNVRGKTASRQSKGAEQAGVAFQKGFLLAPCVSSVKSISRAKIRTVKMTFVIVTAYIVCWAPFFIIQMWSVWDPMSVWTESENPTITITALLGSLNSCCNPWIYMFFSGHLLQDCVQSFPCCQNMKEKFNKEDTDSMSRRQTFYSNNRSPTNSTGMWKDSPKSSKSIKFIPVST
M1 PAM = potentiates human M1 receptor response to acetylcholine. P11229. CHO-K1 hM1, Fluo-8 calcium fluorescence, ACh EC20; 0% = ACh EC20, 100% = maximal ACh. activation, % at 3 µM. actives 0.088% (n = 360,000). AID 588819; in the data active means activation above about 19%, passing the limit was not always enough
M1 antag = blocks human M1 muscarinic receptor | AID 588852 | actives 1.3% (n = 360,000) | inhibition, % at 3 µM | P11229 | CHO-K1 hM1, Fluo-8 calcium fluorescence, ACh EC80 antagonist;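 active means percent inhibition above its own plate's cutoff, namely the mean of that plate's compound wells plus 3 SD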;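 further: peak over basal fluorescence ratio during 140 s after agonist addition; 0% = ACh EC80 plus DMSO and 100% = DMSO alone without agonist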
OXTR potentiate = potentiates the human oxytocin receptor response; AID 2445; actives 0.061% (n = 320,000); P30559; CHO-OTR cells, Fluo-8 calcium fluorescence, potentiator mode; 0% = oxytocin EC15, 100% = EC100; activation, % at 3 µM;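 active means activation above that plate's cutoff, the mean activation of tested compounds plus 3 SD, cut at about 6.6% in these data, passing the limit was not always enough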;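 further: 100% uses oxytocin at 75 nM as the full agonist control; some results filed as inactive read as strong as hits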
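Material: human OTR in CHO cells. Compound: 3.0 µM, one dose. Timing: compound 6 min at room temperature before oxytocin, 100 s read. Evaluation: % activation of max/min ratio relative to oxytocin controls. Replication: single well per compound, singlicate. Signal: Fluo-8 calcium dye fluorescence.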
The depositor's hits bear a star; . = not tested or not shown.

1. CC(C)(C(=O)N[C@H](CO)c1ccccc1)C(=O)N[C@H](CO)c1ccccc1
2. O=C1CC[C@H](O)CCN1[C@H](CSc1ccccc1)Cc1ccccc1
3. CC(C)c1ccc(/C=C2\SC(N3CCOCC3)=NC2=O)cc1
4. COc1ccc(-c2nc(N)n(C(C)=O)n2)cc1
5. O=C(CSc1nnc(NC(=O)C2CC(=O)N(c3ccccc3)C2)s1)NC1CCCC1 (stereo not drawn)
6. CCN(CC)c1ccc(NC(=O)Cn2nnc(-c3cccc(OC)c3OC)n2)c(C)c1
7. Cc1c(NC(N)=O)c(=O)n(-c2ccccc2)n1C
8. Cc1cc(C)nc(Nc2nc(=O)c3ccccc3s2)n1
9. Cc1ccc(-c2sc(-c3ccccc3)nc2CC(=O)Nc2ccccc2F)cc1
10. CCOC(=O)c1c(C)n(C)c2c(C)cc(O)c(OC(C)=O)c12

assay / compound	1	2	3	4	5	6	7	8	9	10
CHO parental Ca	-5	-10	-17	5	-15	-18	8	-5	-12	4
OXTR potentiate	-4	-1	-11	-1	1	-3	-5	-5	-5	-14
TAAR1 antag	4	8	-45	-8	-15	15	-7	11	-26	-9
V1aR counter	1.0	-0.2	-0.6	0.2	0.5	2.8	1.2	-0.6	0.7	-0.6
OXTR ag	3.2	-0.5	-2.0	-0.3	0.0	2.9	-0.1	-1.1	-0.9	-0.8
TAAR1 agonist	0	3	3	4	1	8	4	4	1	8
M1 ag	3	3	-4	-3	-4	-6	-2	-3	-6	-2
M1 antag	-8	-2	3	4	-1	-9	-6	-1	-8	-17
M1 PAM	5	5	2	5	2	8	6	3	5	1

11. COc1ccc(C)cc1-n1nnnc1SCC(=O)Nc1cccnc1Cl
12. N#Cc1cccc(NC(=O)CN2CCN(Cc3ccccc3)CC2)c1
13. COc1cc2nc(SCC(=O)NCc3ccco3)n(Cc3ccc(Cl)cc3)c(=O)c2cc1OC
14. CCCCNc1c(-c2cccc(-c3cc(C(C)=O)cs3)c2)nc2ccc(C)cn12
15. NNC(=O)C(Cc1c[nH]c2ccccc12)NC(=O)c1ccccc1 (stereo not drawn)
16. COc1cc2c(cc1OC)CN(CC(=O)NC(=O)NCc1ccccc1)CC2
17. CCOC(=O)c1nnn2c1nc(N1CCN(C)CC1)c1ccccc12
18. Cc1c(NC(=O)C(C)OC(=O)C23CC4CC(CC(Br)(C4)C2)C3)c(=O)n(-c2ccccc2)n1C (stereo not drawn)
19. CCNc1nc(OC)nc(N2CCC(Cc3ccccc3)CC2)n1
20. CCOC(=O)C1CCN(Cc2nnnn2CCc2ccccc2)CC1

assay / compound	11	12	13	14	15	16	17	18	19	20
CHO parental Ca	4	-2	-23	-15	-20	-27	-7	-2	-18	-8
OXTR potentiate	-6	-1	-4	-11	-4	-7	-6	-8	1	-9
TAAR1 antag	-6	4	-1	68*	-9	-25	-24	14	-9	3
V1aR counter	8.2	0.6	-1.3	-1.5	-0.9	-0.2	0.8	-0.6	-0.7	0.5
OXTR ag	11	1.0	-1.1	-2.8	0.9	-0.1	-0.6	1.0	-0.7	-1.2
TAAR1 agonist	3	5	8	15	1	0	6	3	1	7
M1 ag	0	-10	-2	-6	2	-4	-4	-6	0	-7
M1 antag	4	16	-4	37*	-11	3	-27	-1	0	1
M1 PAM	1	-5	1	-18	7	2	17	1	0	-2

Entries from the list above that have a Cl atom, in the order listed:
11. COc1ccc(C)cc1-n1nnnc1SCC(=O)Nc1cccnc1Cl
13. COc1cc2nc(SCC(=O)NCc3ccco3)n(Cc3ccc(Cl)cc3)c(=O)c2cc1OC

assay / compound	11	13
CHO parental Ca	4	-23
OXTR potentiate	-6	-4
TAAR1 antag	-6	-1
V1aR counter	8.2	-1.3
OXTR ag	11	-1.1
TAAR1 agonist	3	8
M1 ag	0	-2
M1 antag	4	-4
M1 PAM	1	1

Next records:
21. O=C1CCCN1c1ccc(S(=O)(=O)N2CCCCC2)cc1
22. C=CCn1c(SCC(=O)NC2CCCC2)nc2ccccc21
23. CC1(C)CC(=O)C=C(NNC(=O)c2cccnc2)C1
24. Cc1ccc(NC2(C(N)=O)CCCC2)cc1
25. CCN(CC(=O)Nc1ccc(N2CCOCC2)cc1)C(=O)Cc1ccccc1
26. Cc1cccc(-n2c(O)c(C=Nc3cc(O)ccc3C)c3ccccc3c2=O)n1
27. Cc1cc(-n2c(C)cc(C(=O)CN3C(=O)NC4(CCCCC4)C3=O)c2C)no1
28. CC1CN(CCOc2ccc([N+](=O)[O-])cc2)CC(C)O1 (stereo not drawn)
29. COc1cc(C2C(S(=O)(=O)c3ccccc3)CON2C)ccc1OCc1ccc(F)cc1 (stereo not drawn)
30. COc1ccc(-c2nnn(CCC(=O)O)n2)cc1

assay / compound	21	22	23	24	25	26	27	28	29	30
CHO parental Ca	-5	.	-3	.	6	-18	-6	4	-20	-3
OXTR potentiate	-5	.	-12	.	-8	-7	-4	-4	-6	-3
TAAR1 antag	4	-2	-26	-7	-13	23	-19	-20	6	4
V1aR counter	0.7	.	0.7	.	0.5	0.0	-1.1	-0.3	0.6	0.1
OXTR ag	1.0	.	0.5	.	1.8	2.3	-1.1	0.1	-0.1	-0.5
TAAR1 agonist	3	-1	0	0	1	11	0	2	1	0
M1 ag	-11	-3	2	-1	1	-2	-5	-8	.	-5
M1 antag	-6	-14	-11	-9	5	0	-20	-2	.	1
M1 PAM	0	4	4	10	0	5	8	-1	.	2

Compounds 29 to 30, reprinted for reference:
29. COc1cc(C2C(S(=O)(=O)c3ccccc3)CON2C)ccc1OCc1ccc(F)cc1 (stereo not drawn)
30. COc1ccc(-c2nnn(CCC(=O)O)n2)cc1

assay / compound	29	30
CHO parental Ca	-20	-3
OXTR potentiate	-6	-3
TAAR1 antag	6	4
V1aR counter	0.6	0.1
OXTR ag	-0.1	-0.5
TAAR1 agonist	1	0
M1 ag	.	-5
M1 antag	.	1
M1 PAM	.	2

The results go on.
31. O=C(CN1CCC(c2nc3ccccc3[nH]2)CC1)Nc1ccc2c(c1)OCO2
32. CC(Oc1ccccc1)C(=O)Nc1nnc(S(=O)(=O)N2CCCCCC2)s1 (stereo not drawn)
33. O=C(OCc1cc(-c2ccccc2)no1)c1ccc2ccccc2n1
34. O=C(NNS(=O)(=O)c1c(F)cc(F)c(Cl)c1F)C12CC3CC(CC(C3)C1)C2
35. Cc1cc(C)n2nc(C(=O)Nc3ccc4c(c3)OCO4)nc2n1
36. CSc1ccc(/C=C(\C(=O)O)c2ccc(S(=O)(=O)N3CCCC3)s2)cc1
37. CCOc1ccc2oc(-c3ccccc3)c(C(=O)N3CCN(CCO)CC3)c2c1
38. COc1cc(CNc2ncnc3c2ncn3[C@H]2CN(Cc3ccccc3)C[C@@H](COC(C)=O)O2)cc(OC)c1OC
39. CCN1C(=O)CC2CCCC1C2 (stereo not drawn)
40. COCCC(=O)N1CCC(Oc2ccc(C(=O)NCc3nccn3C)cc2)CC1

assay / compound	31	32	33	34	35	36	37	38	39	40
CHO parental Ca	-26	2	6	-3	-20	-11	.	.	.	-4
OXTR potentiate	1	-7	-12	1	-5	3	.	.	.	0
TAAR1 antag	-6	3	-3	-13	-11	1	27	1	-17	14
V1aR counter	0.0	9.9	-0.1	1.3	-0.2	0.6	.	.	.	0.6
OXTR ag	-0.4	7.8	-0.9	-0.9	-1.2	0.0	.	.	.	0.6
TAAR1 agonist	11	17	2	0	-2	0	19	0	3	0
M1 ag	-8	16	-3	-7	-3	0	2	0	-1	-2
M1 antag	-5	0	-11	-5	-18	-1	4	-16	-2	-9
M1 PAM	1	-1	5	-11	4	8	-1	15	2	6

41. O=C(O)[C@H](Cc1ccccc1)Nc1ccc([N+](=O)[O-])cn1
42. C[C@H](CO)N1C[C@H](C)[C@@H](CN(C)S(=O)(=O)c2ccccc2)Oc2ccc(NC(=O)Cn3cnnn3)cc2C1=O
43. Cc1cc(=O)[nH]c(SCC(=O)NCC2CCCO2)n1 (stereo not drawn)
44. O=C(C1CCCCC1)N1CCCC(c2nc3c(nnn3Cc3ccccc3)c(=O)[nH]2)C1 (stereo not drawn)
45. Nn1c(SCC(=O)Nc2ccc3c(c2)OCO3)nnc1-c1ccncc1
46. O=C(/C=C/c1cccc(C(F)(F)F)c1)N1CCN(c2ccccn2)CC1
47. CC(C)Nc1ncnc2c1ncn2[C@H]1CN(Cc2ccc(F)cc2)C[C@@H](CO)O1
48. COc1ccc2oc(=O)c(C(=O)OCC(=O)c3ccc([N+](=O)[O-])cc3)cc2c1
49. CCOC(=O)c1c(CN2CCC(C)CC2)oc2ccc(OC)cc12

assay / compound	41	42	43	44	45	46	47	48	49
CHO parental Ca	-3	-3	0	-35	-1	-21	.	-13	-9
OXTR potentiate	-9	-9	-9	-9	-2	-5	.	-5	12*
TAAR1 antag	-10	-5	-11	-4	-3	-23	-20	.	-21
V1aR counter	0.1	0.0	1.0	-0.3	0.7	-0.9	.	1.2	-1.0
OXTR ag	-0.1	3.0	0.3	-0.7	1.2	-1.0	.	0.3	-2.3
TAAR1 agonist	1	4	1	4	3	-2	3	.	8
M1 ag	-4	-10	-3	-4	-7	-4	-1	.	-3
M1 antag	-15	34*	-11	7	-4	-14	-5	.	6
M1 PAM	13	-28	6	4	0	10	4	.	-4

Screening data (PubChem BioAssay)
